DAX1 inh-1: inhibits human nuclear receptor DAX1; hit rate 0.99% among 340,000; AID 504766; P51843; HEK293 Gal4-DAX1 luciferase reporter, luminescence; inhibition, % at 6.75 µM;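 active means inhibition above the mean over all tested compounds plus 3 SD, cut at about 4.2% in these data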;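 further: 0% = DAX1-transfected cells with DMSO and 100% = empty-vector control cells with DMSO; inhibition shows as a rise in luminescence from relieved DAX1 repression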
sPLA2-III inh: Blocks human group III sPLA2 activity. Q9NZ20. QFRET BODIPY PC-A2 liposome hydrolysis, fluorescence. inhibition, % at 12.2 µM. hit rate 0.56% among 370,000;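 active means inhibition above mean plus 3 SD of compounds lying within the high and low control bounds, cut at about 19% in these data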;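 further: 0% = median of test compound wells and 100% = no enzyme DMSO wells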
hcDAF12 agonist: H. contortus DAF-12 activation, primary screen | HEK293 hcDAF-12 lit1-tk-luc reporter, luminescence; 0% DMSO, 100% Δ7-dafachronic acid | activation, % at 6.8 µM | hit rate 1.4% among 370,000;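 active means activation above the mean of all tested compounds plus 3 SD, cut at about 5.5% in these data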;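 further: 100% = response to 3 µM Δ7-dafachronic acid high control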
SMARCA2 activ: activators of SMARCA2 function | hit rate 1% among 370,000 | AID 652017 | MG213 cells, MMTV-luciferase reporter, dexamethasone, overnight | activation, % at 9.1 µM; in the data active means activation above about 7.8%;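 further: 0% = vehicle wells and 100% = reference activator wells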
hgDAF12 agonist: hgDAF-12 agonism, primary luciferase screen. HEK293 GAL4-hgDAF12 UAS-luciferase reporter, agonist luminescence; normalized to butyrate control. activation, % at 6.8 µM. hit rate 1.8% among 370,000. AID 687014;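 active means activation above a cutoff set at the mean of all screened compounds plus 3 SD, cut at about 10% in these data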;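 further: 0% = DMSO wells and 100% = sodium butyrate wells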
NPR2 activator: GC-B (human) receptor activation. P20594. hit rate 0.11% among 370,000. HEK293-GC-B cells, CNP EC30, cGMP TR-FRET; 0% at EC30 CNP, 100% saturating CNP. AID 1920062. activation, % at 10 µM;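 active means activation at 10 µM reaching about 35% in either raw or pattern-adjusted values, limit read from the data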
GAA850 FXN act: increases GAA850 frataxin promoter reporter activity | HEK293 lucGAA850 FXN promoter luciferase reporter, 24 h; percent of 10 µM SAHA response | activation, % at 6 µM | hit rate 0.56% among 360,000;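 active means activation above the average of all compounds screened plus 3 SD, cutoff fixed separately per campaign, cut at about 7.5% in these data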;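 further: 0% = DMSO wells and 100% = 10 µM SAHA wells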
ssDAF12 agonist: activators of S. stercoralis DAF-12 nuclear receptor; HEK293 ssDAF-12/GRIP1 lit1-tk-luc reporter, luminescence; % of 3 µM dafachronic acid response; hit rate 1% among 370,000; activation, % at 6.8 µM; AID 652126;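 active means activation above the mean over all tested compounds plus 3 SD, cut at about 0.9% in these data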;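 further: 0% = DMSO-only wells and 100% = 3 µM delta7-dafachronic acid wells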
ADAM10 inh: inhibitors of human ADAM10; AID 720582; recombinant ADAM10, EDANS/DABCYL FRET peptide cleavage, 3 h; hit rate 0.62% among 370,000; inhibition, % at 7 µM; O14672;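 active means inhibition above a per-campaign cutoff equal to the mean of compounds falling between control-based bounds plus 3 SD, cut at about 20% in these data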;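 further: 0% = DMSO wells while the 100% control is not disclosed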
GC-A act: GC-A (human) enzyme activation; P16066; HEK293 GC-A cells, cGMP TR-FRET, EC30 ANP; 0% at EC30 ANP, 100% saturating ANP; activation, % at 10 µM; hit rate 0.14% among 370,000; in the data active means activation above about 40%
Target sequence (P16066 whole entry, looked up): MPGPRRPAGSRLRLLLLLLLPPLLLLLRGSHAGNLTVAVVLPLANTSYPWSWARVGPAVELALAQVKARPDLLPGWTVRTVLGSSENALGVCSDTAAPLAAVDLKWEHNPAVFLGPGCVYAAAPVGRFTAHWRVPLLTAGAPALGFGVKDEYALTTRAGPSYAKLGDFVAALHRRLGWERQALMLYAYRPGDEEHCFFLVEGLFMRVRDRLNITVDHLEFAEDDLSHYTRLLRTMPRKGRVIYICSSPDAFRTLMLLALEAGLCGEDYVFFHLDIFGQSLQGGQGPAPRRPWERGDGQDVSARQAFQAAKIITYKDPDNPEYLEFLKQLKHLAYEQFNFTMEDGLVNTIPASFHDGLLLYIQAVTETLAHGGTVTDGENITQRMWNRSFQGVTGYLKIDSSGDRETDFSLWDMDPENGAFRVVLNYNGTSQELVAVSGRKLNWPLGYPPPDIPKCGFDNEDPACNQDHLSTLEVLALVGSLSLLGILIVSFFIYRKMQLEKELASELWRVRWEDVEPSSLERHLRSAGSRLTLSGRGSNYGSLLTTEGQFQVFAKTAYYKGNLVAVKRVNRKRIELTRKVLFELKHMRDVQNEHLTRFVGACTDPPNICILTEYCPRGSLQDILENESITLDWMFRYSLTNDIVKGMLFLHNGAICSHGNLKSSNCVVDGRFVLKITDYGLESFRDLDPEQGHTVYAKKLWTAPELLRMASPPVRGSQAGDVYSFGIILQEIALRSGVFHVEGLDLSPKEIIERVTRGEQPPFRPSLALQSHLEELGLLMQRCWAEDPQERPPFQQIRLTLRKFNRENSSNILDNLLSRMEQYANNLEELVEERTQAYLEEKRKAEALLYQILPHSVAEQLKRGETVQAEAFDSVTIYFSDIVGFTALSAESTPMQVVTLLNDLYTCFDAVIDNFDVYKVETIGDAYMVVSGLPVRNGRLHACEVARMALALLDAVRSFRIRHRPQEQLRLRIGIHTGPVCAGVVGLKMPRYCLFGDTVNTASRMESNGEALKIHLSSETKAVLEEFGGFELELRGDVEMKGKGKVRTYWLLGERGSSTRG
DAX1 inh-2: blocks DAX1 repression of SF-1 activated StAR promoter. HEK293T StAR-luciferase reporter, SF-1/DAX-1 repression relief. inhibition, % at 6.8 µM. hit rate 1.1% among 370,000. AID 652010;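 active means inhibition above the mean over all tested compounds plus 3 SD, cut at about 3.6% in these data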;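 further: 0% = DAX-1 cells with DMSO and 100% = cells lacking DAX-1 with DMSO; higher inhibition means more luminescence from relief of DAX-1 repression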
An asterisk follows results filed as active; i = inactive; / = not tested or not shown.

SMILES | DAX1 inh-1 | sPLA2-III inh | hcDAF12 agonist | SMARCA2 activ | hgDAF12 agonist | NPR2 activator | GAA850 FXN act | ssDAF12 agonist | ADAM10 inh | GC-A act | DAX1 inh-2
Cc1cc(C)n(CC2CC(=O)N(c3ccc(Cl)cc3)C2=O)n1 (configuration not stated) | 1.5 | -0.8 | -0.3 | -3.4 | 2.2 | -4.7 | 2.2 | -0.8 | 2.9 | -6.7 | -0.3
CCOC(Cn1c(-c2ccc(OC)cc2)nc2ccccc21)OCC | -0.5 | 4.0 | -0.6 | -0.6 | 0.6 | 9.7 | 2.8 | -0.8 | 4.9 | 5.3 | 0.2
Cn1c(=O)c(S(=O)C2CCCCC2)c(O)c2ccccc21 (configuration not stated) | -0.8 | 7.5 | 1.2 | -0.9 | -1.9 | -0.3 | 2.1 | -1.6 | -5.0 | 3.3 | -0.2
CC1CCCC(C)N1c1nnc(NC(=O)c2cc(-c3ccc(Br)cc3)on2)s1 (configuration not stated) | 0.1 | 18.2 | 0.7 | -0.7 | 1.5 | -7.4 | 0.8 | -1.4 | -13.5 | 3.4 | 0.1
CC1CN(Cc2nc3c(c(=O)n(C)c(=O)n3C)n2CCCc2ccccc2)CC(C)O1 (configuration not stated) | 0.0 | 4.3 | -0.9 | -1.1 | -1.8 | 2.2 | -1.6 | -1.1 | 4.2 | 1.7 | 0.5
O=C(COc1ccccc1)NCCc1nc2ccccc2[nH]1 | 0.5 | -0.3 | -0.2 | -2.4 | -1.8 | 0.5 | -3.2 | -0.9 | -3.9 | 6.8 | 0.9
O=c1[nH]nc(CNc2cccc(C(F)(F)F)c2)c2ccccc12 | -2.0 | -1.1 | -2.6 | -1.3 | -1.6 | 5.3 | 4.2 | -2.0 | -10.7 | -6.1 | -0.6
CC(C)c1onc(C(=O)Nc2cccc(Cl)c2)c1[N+](=O)[O-] | 0.0 | -13.0 | -1.3 | 0.3 | -0.1 | 0.5 | -0.1 | -1.8 | -0.7 | 0.4 | -0.5
Cc1ccc(-c2nnc(SCC(N)=O)nc2-c2ccc(C)cc2)cc1 | -1.1 | 9.9 | -1.2 | -1.4 | -2.2 | -2.6 | -0.5 | -0.8 | -1.0 | -0.6 | -0.1
CCOC(=O)CN(C(=O)COc1nc(C)cc(C)c1C#N)c1cccc(Cl)c1 | 0.9 | 4.7 | -1.4 | -5.8 | -2.1 | -4.7 | -2.3 | -1.9 | -1.5 | -9.9 | -0.4
O=C(O)c1ccc(N=Nc2c(O)ccc3ncccc23)cc1 | 0.2 | -16.9 | 6.6* | 5.3 | 11.8* | -2.2 | 8.5* | 0.6 | -9.3 | -1.6 | 2.5
CCOc1ccccc1NC(=O)C1CCN(S(=O)(=O)c2c(C)noc2C)CC1 | -1.1 | 1.1 | -1.5 | -3.8 | -0.5 | 1.2 | -0.2 | -0.6 | -9.1 | -0.6 | 0.0
COC(=O)CCNc1n[nH]c(=O)[nH]c1=O | -0.4 | -2.4 | 0.0 | -0.3 | 5.9 | -1.5 | 1.4 | -0.6 | -0.2 | 2.0 | -0.4
CCCS(=O)(=O)c1c(S(=O)(=O)CCC)c2c3ccccc3ccn2c1C(=O)OC | -1.7 | 0.3 | -2.5 | -0.1 | -4.6 | 3.4 | 0.4 | -1.5 | -82.1 | -0.4 | -1.1
Cc1ccc2c(c1)N(C(=O)CCC(=O)N1CCOCC1)CC(C)O2 (configuration not stated) | 0.0 | 8.8 | 3.7 | -3.4 | 0.4 | -0.5 | 0.4 | -1.0 | -7.0 | -0.2 | -0.1
CCC(=O)Nc1nc2ccc(NC(C)=O)cc2s1 | -1.2 | 11.0 | 1.5 | 2.0 | 4.6 | -2.1 | 0.1 | -0.7 | -4.6 | 3.6 | 0.4
Cc1ccc2c(c1)N(C(=O)CCC(=O)Nc1ccccc1Cl)CC(C)O2 (configuration not stated) | -0.1 | 4.7 | -2.4 | -1.6 | -1.3 | -4.7 | 0.2 | -1.3 | -4.4 | -0.6 | -0.8
COc1cccc(OCC(=O)O/N=C(\N)c2ccncc2)c1 | -0.1 | 3.0 | 2.9 | 1.3 | 5.3 | 2.8 | 3.6 | -0.2 | -1.4 | 2.5 | 0.0
O=S(=O)(Nc1ccc(S(=O)(=O)N2CCOCC2)cc1)c1ccc(Br)cc1 | 1.7 | -14.6 | 2.1 | -2.9 | -1.2 | -3.0 | -1.8 | -1.5 | 4.0 | 0.3 | -0.3
COCCNC(=O)C1(C)CCCN(Cc2ccc(OCc3ccccc3)cc2)C1 (configuration not stated) | / | -8.1 | -1.1 | -2.1 | -1.9 | 1.5 | 0.3 | -0.8 | -1.8 | 0.2 | -1.6
CNC(=O)c1ccccc1C1(O)c2ccccc2CCc2ccccc21 | / | 0.5 | -0.5 | -0.9 | -0.7 | -3.7 | / | -0.8 | -8.6 | -5.9 | 0.5
C=CCOC(=O)N[C@H](c1ccccc1)[C@H](C)/C=C/CC(=O)OC | / | -5.1 | -1.2 | -4.3 | 0.1 | 3.0 | / | -0.5 | 0.5 | -4.6 | 0.1
Cc1cc(=O)[nH]c(SCc2nc3ncccn3c2Br)n1 | 0.1 | 9.8 | 0.3 | -2.9 | -1.1 | -3.0 | 2.2 | -1.4 | i | -0.3 | 0.2
N#Cc1c(-c2ccco2)cc(C2CC2)nc1SCC(=O)c1ccccc1 | -0.1 | -16.0 | -0.9 | 0.6 | 5.1 | -1.2 | -2.6 | -1.5 | 7.1 | -7.4 | -1.6
COC(=O)c1ccccc1NC(=O)CN1CCC(NC(=O)c2ccccc2C)CC1 | -0.8 | 1.7 | -1.6 | -4.3 | -2.6 | 7.4 | 1.2 | -1.9 | -9.0 | 9.1 | -1.4
(more compounds)
SMILES | DAX1 inh-1 | sPLA2-III inh | hcDAF12 agonist | SMARCA2 activ | hgDAF12 agonist | NPR2 activator | GAA850 FXN act | ssDAF12 agonist | ADAM10 inh | GC-A act | DAX1 inh-2
CC(=O)NCC(=O)OCC(=O)c1ccc2ccccc2c1 | 1.7 | 3.1 | -0.7 | 6.1 | 0.0 | 2.7 | -2.9 | -1.7 | -125.7 | 3.1 | 0.7
CCN(CC)S(=O)(=O)c1ccc2[nH]cc(C(=O)NCCN3CCCCC3C)c(=O)c2c1 (configuration not stated) | 1.2 | -9.1 | 1.4 | 1.4 | -1.4 | 1.5 | -0.3 | -0.7 | -88.8 | 2.9 | 0.1
N#Cc1ccc(COC(=O)c2ccc3c(=O)[nH]c(CN4CCOCC4)nc3c2)cc1 | 0.5 | 2.3 | -1.7 | -0.5 | 0.5 | 0.3 | -0.8 | -1.1 | -2.6 | -0.3 | 1.1
CCOC(=O)C1(Cc2cccc(OC)c2)CCCN(CCO)C1 (configuration not stated) | 1.9 | 0.5 | 1.1 | 1.0 | 1.5 | -0.9 | -0.5 | -0.8 | -5.5 | -2.1 | -0.1
O=S(=O)(Nc1ccc(-c2cn3c(n2)SCC3)cc1)c1ccccc1F | 1.3 | -27.4 | -2.4 | -2.6 | 0.6 | -0.9 | 1.8 | -1.2 | -11.9 | -2.2 | -0.8
CC(=O)Nc1ccc(S(=O)(=O)N(C)CC(=O)OC2CCCCC2=O)cc1 (configuration not stated) | 0.4 | -10.9 | -1.3 | -1.7 | 1.2 | -8.8 | 1.5 | -1.0 | -0.1 | -0.9 | 1.5
S=C(Nc1ccc(Cl)cc1Cl)NC1CCCCC1 | 1.4 | 2.5 | 1.1 | 4.9 | 8.0 | -8.0 | 0.4 | -0.5 | -5.5 | 6.2 | 0.2
CCCNC(=O)C1(C)CCN(C(=O)c2ccccc2OC)C1 (configuration not stated) | / | -6.8 | -0.3 | -6.3 | -3.1 | 2.5 | 1.0 | -1.1 | -2.1 | -1.9 | 2.0
COc1ccccc1C(=O)N1CCN(C(=O)c2oc3c(C)c(C)ccc3c2C)CC1 | -1.2 | -8.2 | -2.6 | -1.0 | -4.1 | -3.5 | 4.0 | -2.4 | 0.8 | 3.4 | -2.3
CC1Cc2ccccc2N1C(=O)CN(C)CC(=O)Nc1ccc(OC(F)(F)F)cc1 (configuration not stated) | 1.2 | -6.7 | 1.0 | 0.8 | -0.1 | -3.4 | 0.6 | -1.4 | 2.5 | -5.5 | 0.2
O=C1c2ccccc2C(=O)C12OC(c1ccccc1)C1(C(=O)c3ccccc3C1=O)C2c1ccc([N+](=O)[O-])cc1 (configuration not stated) | 0.3 | -27.7 | -0.6 | -4.1 | -0.2 | -7.1 | 0.1 | -1.1 | -7.2 | 1.9 | 0.7
Cc1ccn2cc(CCNS(=O)(=O)c3ccc4ccccc4c3)nc2c1 | -0.2 | -7.1 | -1.8 | -0.7 | -0.6 | -2.4 | 1.9 | -0.4 | 0.9 | 3.1 | 1.6
CCOC(=O)N1CCN(C(=O)C2CCN(c3ncnc4c3sc3cccc(F)c34)CC2)CC1 | -3.4 | -4.1 | -3.4 | -1.1 | -5.3 | -1.5 | -2.6 | -2.0 | -81.2 | 3.4 | -1.8
Cc1c(O)c(CN2CCCCC2)cc2c1oc(=O)c1ccccc12 | -0.3 | -4.0 | -0.7 | 1.3 | -0.4 | -3.2 | -1.5 | -1.1 | -8.3 | 5.2 | -0.2
C[C@@H](O)[C@H]1O[C@]2(C)CCC[C@H]1O2 | -0.9 | 12.0 | 1.6 | -0.3 | -0.6 | 1.8 | -0.1 | -0.8 | 5.2 | -2.4 | 0.0
Cn1nnnc1SCC(=O)NNC(=O)c1ccc(Cl)cc1 | -1.2 | -3.6 | 0.9 | 5.3 | 0.1 | 4.4 | -0.4 | -0.8 | 5.0 | -0.6 | -0.2
Cc1ccc(C)c(S(=O)(=O)N2CCN(C(=O)c3ccncc3)CC2)c1 | -0.6 | 10.6 | -2.3 | -1.5 | 0.9 | 0.2 | 1.5 | -0.8 | -3.7 | 2.2 | -0.4
O=C(NCc1cccs1)c1cccc2c(-c3ccc(F)c(F)c3)coc12 | / | 3.1 | 0.9 | -1.9 | -2.9 | 4.9 | 2.0 | 3.5* | -7.2 | 10.1 | -0.4
C=CCn1c(SCC(=O)Nc2cc(NC(C)=O)ccc2OC)nnc1-c1cccnc1 | -0.1 | 3.0 | -0.4 | -0.1 | 1.0 | 1.0 | -1.6 | -1.1 | -1.0 | 1.6 | 0.1
O=[N+]([O-])c1ccccc1S(=O)(=O)Nc1ncccn1 | -1.0 | 6.0 | -0.2 | -3.1 | -2.0 | 0.0 | 0.9 | -0.3 | -1.3 | -1.2 | 0.5

An excerpt from above in order of heavy-atom count, largest number first:
SMILES | DAX1 inh-1 | sPLA2-III inh | hcDAF12 agonist | SMARCA2 activ | hgDAF12 agonist | NPR2 activator | GAA850 FXN act | ssDAF12 agonist | ADAM10 inh | GC-A act | DAX1 inh-2
CCOC(=O)N1CCN(C(=O)C2CCN(c3ncnc4c3sc3cccc(F)c34)CC2)CC1 | -3.4 | -4.1 | -3.4 | -1.1 | -5.3 | -1.5 | -2.6 | -2.0 | -81.2 | 3.4 | -1.8
CCN(CC)S(=O)(=O)c1ccc2[nH]cc(C(=O)NCCN3CCCCC3C)c(=O)c2c1 (configuration not stated) | 1.2 | -9.1 | 1.4 | 1.4 | -1.4 | 1.5 | -0.3 | -0.7 | -88.8 | 2.9 | 0.1
O=C(NCc1cccs1)c1cccc2c(-c3ccc(F)c(F)c3)coc12 | / | 3.1 | 0.9 | -1.9 | -2.9 | 4.9 | 2.0 | 3.5* | -7.2 | 10.1 | -0.4

Screening data (PubChem)
